Bioassay records deposited in PubChem BioAssay by The Scripps Research Institute Molecular Screening Center.
TAAR1 ag – human TAAR1 agonism; activation, % at 3 µM; AID 624467; CHO RD-HGA16 TAAR1, Fluo-8 calcium fluorescence; vehicle wells 0%, saturating PEA agonist 100%; Q96RJ0; 360,000 tested, 0.99% active;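 active = activation above the mean activation of all test compounds in the run plus 3 SD, cut at about 38% in these data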
Target sequence (Q96RJ0 whole entry, looked up): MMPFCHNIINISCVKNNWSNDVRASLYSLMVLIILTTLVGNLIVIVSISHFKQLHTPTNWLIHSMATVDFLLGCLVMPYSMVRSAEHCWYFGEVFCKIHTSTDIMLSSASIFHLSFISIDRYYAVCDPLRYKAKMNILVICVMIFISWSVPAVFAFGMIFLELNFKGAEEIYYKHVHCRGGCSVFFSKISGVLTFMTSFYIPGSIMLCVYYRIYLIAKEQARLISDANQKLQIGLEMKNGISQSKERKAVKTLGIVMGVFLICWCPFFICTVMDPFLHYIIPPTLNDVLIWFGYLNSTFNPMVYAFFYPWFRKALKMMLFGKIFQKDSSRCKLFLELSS
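Assay system: CHO-derived RD-HGA16 cells with stable Gα16 and human TAAR1; timing: 17-24 h seeding, 75 min 37 °C dye, 30 min RT; read-out: % activation from peak over basal fluorescence ratio, DMSO-to-PEA scaled; measured by: kinetic Fluo-8 calcium fluorescence; benchmarks: low control DMSO, high control PEA (EC100); doses: 3 µM single concentration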
CHRM1 antagonist – blocks human M1 muscarinic receptor; CHO-K1 hM1, Fluo-8 calcium fluorescence, ACh EC80 antagonist; inhibition, % at 3 µM; 360,000 tested, 1.3% active; AID 588852;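 active = percent inhibition above its own plate's cutoff, namely the mean of that plate's compound wells plus 3 SD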;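 also: peak over basal fluorescence ratio during 140 s after agonist addition; 0% = ACh EC80 plus DMSO and 100% = DMSO alone without agonist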
Target sequence (P11229 whole entry, looked up): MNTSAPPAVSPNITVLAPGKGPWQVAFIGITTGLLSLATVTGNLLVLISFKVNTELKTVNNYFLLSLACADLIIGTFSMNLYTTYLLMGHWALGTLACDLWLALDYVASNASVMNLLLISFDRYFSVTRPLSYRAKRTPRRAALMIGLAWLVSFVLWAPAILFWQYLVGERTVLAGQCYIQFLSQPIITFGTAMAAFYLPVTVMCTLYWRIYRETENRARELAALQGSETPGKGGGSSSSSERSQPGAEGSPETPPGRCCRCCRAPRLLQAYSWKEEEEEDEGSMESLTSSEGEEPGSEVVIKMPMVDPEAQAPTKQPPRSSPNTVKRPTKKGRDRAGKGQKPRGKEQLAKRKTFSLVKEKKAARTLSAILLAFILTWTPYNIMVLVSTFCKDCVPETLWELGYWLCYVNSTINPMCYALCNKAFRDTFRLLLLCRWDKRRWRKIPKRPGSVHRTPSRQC
CHRM1 agonist – agonists of human M1 muscarinic receptor. P11229. CHO-K1 hM1, Fluo-8 calcium fluorescence, agonist mode; 0% DMSO, 100% acetylcholine EC100. activation, % at 3 µM. 360,000 tested, 0.33% active;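 active = activation above the run's mean compound activation plus 3 SD, cut at about 16% in these data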;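 also: peak over basal fluorescence ratio within a 140 s kinetic read after compound addition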
OXTR ag – human OXTR agonism; CHO-OTR cells, Fluo-8 calcium fluorescence; normalized: DMSO 0%, oxytocin 100%; activation, % at 3 µM; 320,000 tested, 0.32% active;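 active = activation above the mean of all tested compounds plus 3 SD, cutoff set per screening run, cut at about 20% in these data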;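 also: peak over basal fluorescence ratio from a 100 s FLIPR kinetic read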
CHRM1 PAM – potentiates human M1 receptor response to acetylcholine; activation, % at 3 µM; 360,000 tested, 0.088% active; CHO-K1 hM1, Fluo-8 calcium fluorescence, ACh EC20; 0% = ACh EC20, 100% = maximal ACh; P11229; in the data active = activation above about 19%, passing the limit was not always enough
OXTR potentiate – human OXTR potentiation; P30559; CHO-OTR cells, Fluo-8 calcium fluorescence, potentiator mode; 0% = oxytocin EC15, 100% = EC100; activation, % at 3 µM; 320,000 tested, 0.061% active; AID 2445;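 active = activation above that plate's cutoff, the mean activation of tested compounds plus 3 SD, cut at about 6.6% in these data, passing the limit was not always enough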;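 also: 100% uses oxytocin at 75 nM as the full agonist control; some results filed as inactive read as strong as hits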
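Assay system: CHO-OTR cells, human receptor / Also added: oxytocin at about EC15, sub-maximal agonist stimulus / Dosing: single dose, 3.0 µM nominal final compound concentration / Incubation: 6 min pre-incubation, 100 s read / Technique: Fluo-8 calcium dye fluorescence / Read-out: % activation vs EC15 and EC100 oxytocin / Benchmarks: EC15 oxytocin low, 75 nM oxytocin high / Replicates: singlicate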
TAAR1 antag – human TAAR1 antagonism. Q96RJ0. CHO RD-HGA16 TAAR1, Fluo-8 calcium fluorescence, antagonist. inhibition, % at 3 µM. 360,000 tested, 1.5% active;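 active = inhibition above a per-plate cutoff, the mean inhibition of test compounds on that plate plus 3 SD, cut at about 49% in these data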;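 also: 0% = DMSO plus EC80 beta-PEA response and 100% = DMSO alone without agonist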
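Assay system: RD-HGA16 CHO cells with stable hTAAR1 and Gα16 / Reagent: EC80 β-phenethylamine stimulus / Doses: 3 µM, single point / Timing: dye loading 75 min at 37 °C, then 30 min room temperature / Measured by: Fluo-8 intracellular calcium dye fluorescence, real-time kinetic reads / Controls: vehicle wells and EC80 agonist wells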
CHO parental Ca – signal in parental CHO cells, OX1R antagonist counter-screen. parental CHO-K1, ATP-induced calcium, Fluo-8 fluorescence. inhibition, % at 5.6 µM. 330,000 tested, 0.63% active. AID 463079;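 active = inhibition above that plate's mean sample inhibition plus 3 SD, cut at about 26% in these data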;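 also: 0% = ATP-challenged DMSO wells and 100% = DMSO wells without ATP; some compounds past the cut are filed as inactive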
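Material: Parental CHO cells | Reagent: ATP | Compound dosing: Single nominal dose of 5.6 µM per compound | Detection: Intracellular calcium via Fluo-8 no-wash fluorescent dye | Read-out: % inhibition of ATP-induced calcium mobilization | Benchmarks: Low control ATP plus DMSO, high control DMSO only | Replicates: Singlicate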
V1R ag counter – V1a receptor agonism, counter-screen for OXTR agonists. CHO-V1R cells, Fluo-8 calcium fluorescence, agonist mode; 0% DMSO, 100% 3 nM vasopressin. activation, % at 3 µM. 320,000 tested, 0.25% active;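 active = activation above the mean activation of all tested compounds plus 3 SD, per screening run, cut at about 20% in these data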;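 also: signal is peak over basal fluorescence ratio across a 100 second FLIPR read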
Numbers without * were called inactive; x = no result given.

SMILES	TAAR1 ag	CHRM1 antagonist	CHRM1 agonist	OXTR ag	CHRM1 PAM	OXTR potentiate	TAAR1 antag	CHO parental Ca	V1R ag counter
O=C(CSc1nnc(-c2ccncc2)o1)Nc1ccccc1C(F)(F)F	0	-17	-3	0.9	1	-2	-11	-5	0.8
CC1CCCCN1C(=O)COc1ccccc1F (configuration not stated)	13	2	-10	-1.1	2	-8	6	-11	0.7
O=C(Nc1ccc(Cl)cc1)OCc1cc(-c2ccccc2Cl)on1	8	-11	-3	-1.9	5	4	2	-5	0.5
CN(C)c1ccc(C(=O)NCC(c2cccs2)N2CCOCC2)cc1[N+](=O)[O-] (configuration not stated)	3	-15	-3	0.3	8	6	-9	-20	0.1
NC(=O)C1CCN(CC(=O)N2N=CCC2c2ccccc2)CC1 (configuration not stated)	2	4	-9	0.6	-3	2	-10	-2	0.2
COc1cc2ccc(=O)oc2c(O)c1O	0	-17	1	x	12	x	2	x	x
Clc1ccc(-c2nnc3sc(-c4ccc(Br)o4)nn23)cc1	9	25	3	4.5	-3	-12	-2	35	6.3
CC(C)COc1cccc(C(=O)N(C)CC(=O)Nc2cccc3ccccc23)c1	1	-14	-5	-0.7	-1	-1	2	-22	2.5
CCCCSc1nc2sc3c(c2c(=O)n1-c1ccc(C)cc1)CCN(C)C3	3	9	-8	x	-7	x	-25	x	x
CCCCC(CC)C(=O)Nc1cc(C(=O)NCCC)ccc1N1CCC2(CC1)CC(c1cccc(Br)c1)=NO2 (configuration not stated)	3	-14	-4	-0.6	14	0	1	-20	0.2
COc1ccc(NC(=O)CSc2n[nH]c(N)n2)cc1OC	6	3	-2	-0.2	2	-6	5	1	2.1
CCOC(=O)c1[nH]c(C)c(CN(C(C)=O)c2ccc(OCC)cc2)c1C	5	26*	-14	-1.3	-29	-7	5	-13	-0.5
COc1ccc(CCNC(=O)Cc2ccc(Cl)cc2)cc1OC	5	-4	-3	-1.5	8	-1	-5	-15	0.5
O=S(=O)(NC1c2cccc3cccc(c23)C1N1CCN(CCO)CC1)c1ccccc1 (configuration not stated)	6	-13	-4	x	11	x	-1	x	x
Nc1nonc1C(=O)N/N=C/c1ccc(Br)o1	0	-10	-5	-2.1	8	-6	13	1	-1.2
Cc1cccc2sc(N(CCCN(C)C)C(=O)c3cc4ccccc4oc3=O)nc12	1	8	-8	7.1	-8	-5	0	-8	2.0
CN(CC(=O)Nc1cccc(F)c1)C(=O)c1ccc2c(c1)NC(=O)CS2	-3	-6	-3	-1.0	4	0	2	-6	-0.2
COc1ccc(CNC(=O)[C@@H]2CC=C[C@@H]3CCN(C4CC4)C(=O)[C@@H]32)cc1	5	-6	-4	-0.1	7	-1	-2	-7	-0.3
COc1nc(-c2cccc([N+](=O)[O-])c2)nc2ccccc12	0	2	-4	-0.6	4	0	-8	-5	0.9
CCOC(=O)c1c(C)[nH]c(C)c1C(=O)CSc1nnc(-c2cc(OC)c(OC)c(OC)c2)o1	11	-1	-3	-0.1	3	0	1	4	0.2
CC1(C)CC(=O)C=C(c2ccc(OC(F)(F)F)cc2)C1	11	1	-2	-1.2	-1	3	23	-13	-0.7
O=C(Nc1nc2ccc(Br)cc2s1)c1ccco1	-1	-8	-3	-0.9	5	-1	0	-21	0.1
S=C(NCc1ccc(Cl)cc1Cl)NC1CCCCC1	12	25	-7	2.5	-23	-5	30	28*	4.7
COc1ccc(CC(=O)NCC2CCCN(Cc3ccccc3OC)C2)cc1 (configuration not stated)	0	5	-10	-1.0	-6	-3	-14	-27	-0.7
O=C(NC1CCC(=O)N(CCSc2ccccc2)CC1)OCc1ccccc1 (configuration not stated)	13	-6	-3	1.4	5	-2	0	-19	3.5
CCC(C)(C)NC(=O)CN(C(=O)CNS(=O)(=O)c1ccc(C)cc1)c1ccc2c(c1)OCCO2	52*	-46	-2	-1.8	10	-21	-13	-20	0.3
COc1ccccc1N1CCN(c2ccc(-c3ccccc3)nn2)CC1	2	6	-8	-1.6	-3	0	10	-18	-0.2
CC(=O)Nc1cccc(NC(=O)Nc2cccc(Cl)c2C)c1	25	-2	-4	-1.2	7	-1	20	-11	0.3
Cc1ccc(OCc2cc(C(=O)N3CCC(Oc4cccnc4)CC3)no2)cc1C	3	26	-6	8.1	-21	-13	19	12	12
CCOC(=O)C(C)Oc1cccc2c(=O)n(CC(=O)NCc3ccco3)ccc12 (configuration not stated)	x	-11	-3	-0.9	6	1	x	-7	0.9
O=C(COc1ccc(S(=O)(=O)N2CCCCC2)cc1)N1CCOCC1	0	-4	-3	0.0	7	-4	9	-7	0.0
O=C(c1ccc(CS(=O)Cc2ccccc2Cl)o1)N1CCN(c2ccccn2)CC1 (configuration not stated)	17	-7	-2	2.1	6	-9	49*	-27	4.5
CC(=O)Oc1cccc(N2C(=O)C3C4C=CC(C4)C3C2=O)c1 (configuration not stated)	1	-3	-4	0.7	5	-4	4	2	-0.2
Cc1ccc(S(=O)(=O)NCCC(=O)NCC(=O)Nc2c(C)cccc2C)cc1C	-1	-15	-2	-1.3	15	-8	12	-3	-0.3
CCN(CC)S(=O)(=O)c1ccc2nnn(O)c2c1	1	16	0	0.3	-6	-13	-4	-4	-1.0
Cc1cc([N+](=O)[O-])ccc1N(C)C	0	-8	-5	0.4	6	0	-24	-4	1.6
O=[N+]([O-])c1cccc(-c2nc3ccc([N+](=O)[O-])cc3[nH]2)c1	11	3	-2	1.5	2	-11	18	-6	2.6
COc1ccc(F)cc1S(=O)(=O)NCCCn1ccnc1	1	-7	-7	-0.4	7	-9	-8	0	-0.3
Cc1c(Cl)cccc1NC(=O)CSc1nnnn1C	4	2	-2	1.7	0	-4	-12	-4	1.2
CCN(CCn1cccn1)Cc1cn[nH]c1-c1ccc(-c2ccccc2)cc1	5	6	-12	-1.2	-6	-10	-8	-9	1.1
CN(C)/C=N/c1c(C#N)cnn1-c1ccc(C(F)(F)F)cn1	9	-30	-3	-1.8	4	-3	2	-5	-0.1
CCOC(=O)C(N)CSC1CC(=O)N(c2ccc(C(=O)OC)cc2)C1=O (configuration not stated)	10	-4	-2	0.9	3	-3	-3	-8	0.8
Nn1c(-c2cccc(Br)c2)n[nH]c1=S	5	-3	-3	-0.8	1	-16	6	-4	0.5
CCCc1cc(=O)oc2c(C)c(OCC(=O)NC3CCN(Cc4ccccc4)CC3)ccc12	1	8	-6	-0.5	-5	-10	-8	-25	-1.1
CCOCc1cn(CC(=O)c2ccc(Cl)cc2)c(C)nc1=N	4	-1	-6	0.2	2	-22	11	-6	1.0
CN(C)C(CNC(=O)c1cccc(S(=O)(=O)N2CCN(c3ccc(F)cc3)CC2)c1)c1ccccc1 (configuration not stated)	12	5	2	x	-6	x	5	x	x
CCn1ccnc1CNC(=O)c1ccc2oc(CCCc3ccccc3)nc2c1	2	33*	-4	4.4	-21	-5	-2	-13	6.7
CCC(C(=O)O)n1c(C(F)(F)F)nc2ccccc21 (configuration not stated)	-1	-13	-3	2.6	6	-7	-27	-12	0.1
CCC1CCC2(CC1)NC(=O)N(CC(=O)NCc1ccccc1Cl)C2=O (configuration not stated)	-1	-4	-5	-0.7	-4	-3	-1	-27	-0.9
NS(=O)(=O)c1ccc(CCNC(=O)c2ccc(-c3ccccc3)cc2)cc1	3	-7	-3	0.9	1	-8	-16	-6	-0.1
CN(C)C(=O)CSc1nnc(Cc2ccc([N+](=O)[O-])cc2)o1	1	-2	-5	-1.0	-2	-5	-6	-7	1.0
NC(=O)c1ccc(-n2nnnc2SCC(=O)Nc2ccc(N3CCOCC3)c(Cl)c2)cc1	12	-6	0	-0.6	0	-10	4	5	0.6
Cc1ccc2c(c1)C1CN(C)CCC1N2C(=O)COc1ccccc1F (configuration not stated)	2	-18	-7	2.1	1	-5	0	-2	4.5
CC1Sc2ccc(C(=O)OCc3ccccc3Cl)cc2NC1=O (configuration not stated)	8	-7	4	0.4	4	-10	40	-22	0.6
Cc1ccccc1OCC(O)CN(CCO)Cc1ccccc1 (configuration not stated)	-1	-6	-4	-0.1	2	-20	-16	-28	-1.1
Cc1ccc(C)c(NC(=O)COC(=O)c2ccc3c(c2)OCCO3)c1	17	-6	-2	1.7	4	-5	19	-17	1.7
CCC(C)(C)n1nnnc1C(c1ccc2ncccc2c1)N1CCN(c2nc3ccccc3s2)CC1 (configuration not stated)	-2	-7	-1	-0.4	-8	-6	-18	2	1.7
CC(C(=O)NCc1ccc(Cl)cc1)n1cccc1C(=O)c1ccccc1 (configuration not stated)	4	-7	-6	-2.0	-2	-17	-21	-21	-1.0
CC(C)C(c1nnnn1Cc1ccccc1)N1CCN(Cc2ccco2)CC1 (configuration not stated)	23	-1	-4	0.4	-5	-11	-6	-14	0.3
O=C(COC(=O)c1ccccc1F)Nc1ccc2c(c1)OCCO2	2	-12	-4	x	6	x	-9	x	x

Some of these compounds in order of heavy-atom count, high to low.
SMILES	TAAR1 ag	CHRM1 antagonist	CHRM1 agonist	OXTR ag	CHRM1 PAM	OXTR potentiate	TAAR1 antag	CHO parental Ca	V1R ag counter
CCn1ccnc1CNC(=O)c1ccc2oc(CCCc3ccccc3)nc2c1	2	33*	-4	4.4	-21	-5	-2	-13	6.7
Cc1ccc(C)c(NC(=O)COC(=O)c2ccc3c(c2)OCCO3)c1	17	-6	-2	1.7	4	-5	19	-17	1.7
CC1Sc2ccc(C(=O)OCc3ccccc3Cl)cc2NC1=O (configuration not stated)	8	-7	4	0.4	4	-10	40	-22	0.6

Continued:
SMILES	TAAR1 ag	CHRM1 antagonist	CHRM1 agonist	OXTR ag	CHRM1 PAM	OXTR potentiate	TAAR1 antag	CHO parental Ca	V1R ag counter
COc1ccc(CC(=O)N/N=C(\C)c2cccs2)cc1	0	-15	4	0.4	14	-13	7	-11	6.8
Cc1cc(C)c(C(=O)OCCNC(=O)c2cccnc2)cc1C	13	-8	1	3.7	3	-8	5	-9	3.6
CCC(=O)Nc1sccc1C(=O)OC	x	-1	-4	-0.2	0	0	x	-5	-0.2
CC1=NN(C(C#N)c2ccccc2)C(c2ccccc2)C1 (configuration not stated)	-1	-15	-2	0.2	13	-10	8	0	-0.7

This is a random part of the collection; about 3.7% have a hit in one of these screens.
